Vif-APOBEC3G blk: qHTS for Inhibitors of Vif-A3G Interactions: qHTS | AID 602310, 2012 | DNA dC->dU-editing enzyme APOBEC-3G (Homo sapiens), Q9HC16 | 410,000 compounds, 0.076% hits | Potency, µM (doses to about 46.1 µM), for the others: top-dose activity, negative = active, actives largely listed as inhibitors | HeLa A3G-eYFP + Vif (tagged APOBEC3G with the HIV-1 protein that degrades it), YFP fluorescence, overnight;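 note: potency is the fitted concentration of half-maximal effect; % is set by controls: 0 for no effect and ±100 for the full control effect; nearly all actives have a fitted effect of over 60% in size; hits raise eYFP signal because A3G escapes Vif-driven loss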
Target sequence (Q9HC16 whole entry, looked up): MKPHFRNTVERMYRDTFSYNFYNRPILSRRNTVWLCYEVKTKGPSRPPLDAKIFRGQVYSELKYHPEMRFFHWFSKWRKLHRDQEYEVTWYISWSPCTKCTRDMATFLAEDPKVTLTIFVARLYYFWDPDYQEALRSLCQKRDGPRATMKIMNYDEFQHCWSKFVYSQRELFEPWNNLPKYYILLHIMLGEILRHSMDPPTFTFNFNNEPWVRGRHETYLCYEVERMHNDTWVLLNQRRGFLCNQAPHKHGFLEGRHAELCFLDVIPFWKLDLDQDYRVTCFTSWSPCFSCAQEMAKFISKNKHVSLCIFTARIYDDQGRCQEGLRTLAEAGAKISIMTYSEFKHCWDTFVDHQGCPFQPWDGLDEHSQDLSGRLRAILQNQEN
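HeLa cells stably expressing Vif and C-terminally eYFP-tagged A3G, seeded overnight at 37 deg C, then exposed to compound by pintool overnight at 37 deg C. Rise in yellow fluorescence (Ex 488/Em 500-530, Acumen) marks blocked Vif-driven A3G degradation.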
mIDH1 inhibitor: qHTS for Inhibitors of mutant isocitrate dehydrogenase 1 (IDH1): qHTS | Isocitrate dehydrogenase [NADP] cytoplasmic (Homo sapiens), O75874 | IDH1-R132H enzyme, NADPH consumption, diaphorase/resazurin fluorescence | Potency, µM (top dose mostly 76.6 µM), for inactives: top-dose activity change, negative = inhibition, most hits filed as inhibitors | 390,000 compounds, 0.093% hits | AID 602179, 2012; note: potency is the fitted concentration of half-maximal effect; % is set by controls: 0 for no effect and ±100 for the full control effect; nearly all actives have a fitted effect of over 65% in size
Target sequence (O75874 whole entry R132H, stated change not applied): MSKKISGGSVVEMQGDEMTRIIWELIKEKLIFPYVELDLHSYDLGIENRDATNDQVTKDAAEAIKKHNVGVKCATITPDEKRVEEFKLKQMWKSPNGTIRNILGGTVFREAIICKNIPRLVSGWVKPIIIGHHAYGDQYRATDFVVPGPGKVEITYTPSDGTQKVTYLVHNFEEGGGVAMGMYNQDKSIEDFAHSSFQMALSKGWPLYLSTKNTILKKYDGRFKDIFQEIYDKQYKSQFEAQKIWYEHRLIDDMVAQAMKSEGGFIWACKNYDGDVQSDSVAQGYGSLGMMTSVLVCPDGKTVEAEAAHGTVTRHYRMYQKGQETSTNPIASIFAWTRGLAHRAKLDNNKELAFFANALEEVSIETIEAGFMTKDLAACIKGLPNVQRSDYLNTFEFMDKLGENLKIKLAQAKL
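IDH1-R132H (0.5 ug/mL) preincubated 30 min with compound, then NADPH (0.016 mM) and alpha-KG (2 mM) added; 80 min at RT, pH 7.5. Remaining NADPH coupled via diaphorase/resazurin to fluorescence (540/590 nm); concentration-response curves normalized to no-enzyme control.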
USP1 inh: Inhibitors of USP1/UAF1: Primary Screen; recombinant USP1/UAF1, Ub-Rhodamine cleavage fluorescence; Potency, µM (doses to about 57.1 µM), without a hit: at the top dose activity change, negative = inhibition, most hits filed as inhibitors; 390,000 compounds, 0.23% hits; Ubiquitin carboxyl-terminal hydrolase 1 (Homo sapiens), O94782; note: potency is the fitted concentration of half-maximal effect; % is set by controls: 0 for no effect and ±100 for the full control effect; nearly all actives have a fitted effect of over 60% in size; inactives centre near -12
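1 nM enzyme complex + cpd, 15 min RT; start with Ub-Rho 150nM final; kinetic fluorescence ex 480/em 540, 6 reads q60 s. Buffer 50mM HEPES pH 7.8, 0.5mM EDTA, 0.1 mg/ml BSA, 1mM TCEP, 0.01% Tween-20.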
Vif-A3F inh: qHTS for Inhibitors of Vif-A3F Interactions: qHTS; 390,000 compounds, 0.2% hits; HeLa A3F-eYFP + Vif (tagged APOBEC3F with the HIV-1 protein that degrades it), YFP fluorescence increase; AID 602313, 2012; Potency, µM (top dose mostly 46.1 µM), without a hit: at the top dose activity, negative = active; note: potency is the fitted concentration of half-maximal effect; % of control where 0% means no effect; nearly all actives have a fitted effect of over 65% in size
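HeLa cells stably expressing A3F-eYFP plus Vif, plated and incubated overnight at 37 deg C, then exposed to compounds overnight at 37 deg C. Blocked degradation read as raised yellow fluorescence (Ex 488/Em 500-530).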
RGS4 inh: Inhibitors of Regulator of G Protein Signaling (RGS) 4: qHTS; Regulator of G-protein signaling 4 (Homo sapiens), P49798; Transcreener GDP fluorescence polarization, RGS4-accelerated GTP hydrolysis; Potency, µM (titrated, usually from 114 µM), for inactives: top-dose activity change, negative = inhibition, hits mostly inhibitors; 390,000 compounds, 0.039% hits; note: potency is the fitted concentration of half-maximal effect; % is set by controls: 0 for no effect and ±100 for the full control effect; nearly all actives have a fitted effect of over 75% in size; some results filed as inactive show a strong effect at the top dose
Target sequence (P49798 whole entry, looked up): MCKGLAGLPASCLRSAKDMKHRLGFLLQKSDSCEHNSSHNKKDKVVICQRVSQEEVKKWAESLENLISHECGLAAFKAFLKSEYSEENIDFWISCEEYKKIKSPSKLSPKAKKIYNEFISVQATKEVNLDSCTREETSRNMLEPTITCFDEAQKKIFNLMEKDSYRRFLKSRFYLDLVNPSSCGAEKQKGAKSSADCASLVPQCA
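MLSMR compounds (23 nl, pin-transferred) preincubated 10 min at room temperature with a 500nM (2x) first reagent, then RGS4 at 900nM (2x) plus Transcreener GDP mix added; fluorescence polarization (620/688 nm) read before and after 90 min at 30 °C.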
TrxR1 inh: qHTS Assay for Inhibitors of Mammalian Selenoprotein Thioredoxin Reductase 1 (TrxR1): qHTS. 390,000 compounds, 1% hits. AID 588453, 2011. recombinant rTrxR1, NADPH fluorescence consumption, selenite substrate. Potency, µM (titrated, usually from 114 µM), inactives show top-dose activity change, negative = inhibition, hits mostly inhibitors; note: potency is the fitted concentration of half-maximal effect; % is set by controls: 0 for no effect and ±100 for the full control effect; nearly all actives have a fitted effect of over 65% in size
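Rat TrxR1 (90 nM in the dispensed reagent) was pre-reduced with 400 uM NADPH for 5 min at room temperature, then incubated with compound for 15 min. After 400 uM selenite was added, NADPH fluorescence (Ex 340/Em 450 nm) was followed for 8 min.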
Glioma ERSR ind: qHTS for Inducers of the Endoplasmic Reticulum Stress Response (ERSR) in Human Glioma: qHTS; 420,000 compounds, 0.02% hits; U87-MG GRP78 promoter luciferase reporter, 16 h; Potency, µM, for inactives: at the top dose activation, usual class: activators; note: potency is the fitted concentration of half-maximal effect; series mostly up to about 76 µM; % of control where 0% means no effect; nearly all actives have a fitted effect of over 35% in size
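Stably transfected U87-MG human glioma cells carrying a GRP78-based luminescent sensor were seeded at 1000 cells/well, pin-dosed with compounds and incubated 16 h. Luciferase reagent was then added, and end-point luminescence was read after 10 min at room temperature.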
LDHA block: qHTS assay for inhibitors of human lactate dehydrogenase; 480,000 compounds, 0.15% hits; activity change, % (values are at about 110 or 230 µM); purified LDHA, NADH/diaphorase-resazurin fluorescence; active compounds read low; L-lactate dehydrogenase A chain (Homo sapiens), P00338; in the data active = activity change below about -30%; inconclusive = mostly about -25% to -30%;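 note: plate controls were DMSO wells for no effect and wells without enzyme for full effect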
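Human LDH5 (2 nM) was incubated with 0.06 mM NADH and 0.2 mM pyruvate for 5 min at room temperature in Tris pH 7.4. Remaining NADH was coupled through diaphorase/resazurin, and resorufin fluorescence was read at 0 and 20 min.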
TrxR1 substrate: qHTS Assay for Substrates of Mammalian Selenoprotein Thioredoxin Reductase 1 (TrxR1): qHTS | Potency, µM (doses to about 114 µM), for inactives: at the top dose activity change, negative = substrate turnover | Thioredoxin reductase 1, cytoplasmic (Rattus norvegicus), O89049 | purified TrxR1 substrate turnover, NADPH consumption readout | 390,000 compounds, 0.01% hits; note: potency is the fitted concentration of half-maximal effect; % is set by controls: 0 for no effect and ±100 for the full control effect; nearly all actives have a fitted effect of over 50% in size
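Rat TrxR1, dispensed at 90 nM, was prereduced with 400 uM NADPH (final) for 5 min at ~22 deg C, then incubated with compound 15 min before 400 uM selenite. A first-read NADPH fluorescence drop versus no-compound background flagged substrates.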
* hit, by the source's call; ? = inconclusive; . = not tested or not shown; [ ] = another dose, or the depositor's remark. Unless noted, calls come from the whole dose curve; as a rule, active = well fitted curve in the direction sought with a large enough effect; inconclusive = small, poorly fitted or top-dose-only effect, or another doubt; inactive = no such curve, though single readings can be large; an effect the other way counts as inactive or inconclusive.

Sample of the layout, 5 compounds:
item	mol	Vif-APOBEC3G blk	mIDH1 inhibitor	USP1 inh	Vif-A3F inh	RGS4 inh
1	COc1ccc([C@H]2CC(=O)C=C(c3cc4ccccc4s3)C2)cc1OC	-10%	-6%	-31%	-4%	-8%
2	COc1cccc(NC(=O)C2C(c3ccccc3)C2(Cl)Cl)c1 (stereo not given)	-7%	2%	-4%	-9%	7%
3	CCOc1ccccc1-c1nc(-c2ccc(NC(=O)c3ccc(Br)o3)cc2)no1	-14%	0%	-20%	-10%	-3%
4	Cc1nnc(SCc2nnc(-c3cccs3)o2)n1C1CCCCC1	3%	-1%	-14%	-1%	-26%[56.9 µM]
5	O=C(c1ccc2c(Cl)c3c(nc2c1)CCCC3)N1CCN(c2ccc(Cl)cc2)CC1	-2%	-3%	-22%	4%	-1%

item	TrxR1 inh	Glioma ERSR ind	LDHA block	TrxR1 substrate
1	9%	-3%	0	-3%
2	23%	-3%	0	-7%
3	10%[57.1 µM]	6%	2	17%
4	20%	-3%	1	-3%
5	1%	-2%	-6	-1%

The listing, from the start:
item	mol	Vif-APOBEC3G blk	mIDH1 inhibitor	USP1 inh	Vif-A3F inh	RGS4 inh
1	COc1ccc([C@H]2CC(=O)C=C(c3cc4ccccc4s3)C2)cc1OC	-10%	-6%	-31%	-4%	-8%
2	COc1cccc(NC(=O)C2C(c3ccccc3)C2(Cl)Cl)c1 (stereo not given)	-7%	2%	-4%	-9%	7%
3	CCOc1ccccc1-c1nc(-c2ccc(NC(=O)c3ccc(Br)o3)cc2)no1	-14%	0%	-20%	-10%	-3%
4	Cc1nnc(SCc2nnc(-c3cccs3)o2)n1C1CCCCC1	3%	-1%	-14%	-1%	-26%[56.9 µM]
5	O=C(c1ccc2c(Cl)c3c(nc2c1)CCCC3)N1CCN(c2ccc(Cl)cc2)CC1	-2%	-3%	-22%	4%	-1%
6	CN(C)c1ccc(-n2c(CCC(=O)O)ccc2-c2ccccc2)cc1	-7%	0%	-10%	-4%	-9%
7	COc1ccc(S(=O)(=O)Nc2cccc3c2O[C@H](CN(C)C(=O)Nc2c(C)noc2C)[C@@H](C)CN([C@H](C)CO)C3=O)cc1	0%	-8%	?	6%	-12%
8	CN(C1CCCCC1)S(=O)(=O)c1ccc2c(c1)c(=O)c(C(=O)NCCN1CCCC1)cn2C	2%	-18%	-8%	-16%	1%
9	COc1cc(C)c(Cl)cc1S(=O)(=O)n1cnc2ccccc21	-1%	-5%	-17%	0%	15%
10	CCOC(=O)Cc1nnc2c(Nc3ccc(Cl)cc3)nc3nonc3n12	0%	-3%	-10%	2%	-13%
11	COc1ccc(OC)c(NC(=O)c2cc3c(n(-c4ccc(Cl)cc4)c2=O)CC(C)(C)CC3=O)c1	0%	-28%	-25%	-8%	0%
12	COc1ccc(/C=N/Nc2snc(SC)c2C#N)cc1OC	-8%	-3%	0%	8%	-35%

item	TrxR1 inh	Glioma ERSR ind	LDHA block	TrxR1 substrate
1	9%	-3%	0	-3%
2	23%	-3%	0	-7%
3	10%[57.1 µM]	6%	2	17%
4	20%	-3%	1	-3%
5	1%	-2%	-6	-1%
6	-25%	-3%	3	18%
7	10%	-5%	-3	7%
8	-8%[57.1 µM]	-1%	-2	-6%[57.1 µM]
9	8%[57.1 µM]	-2%	-2	2%[57.1 µM]
10	2%[57.1 µM]	-3%	-7	-1%[57.1 µM]
11	14%	-3%	-8	6%
12	-22%	4%	2	-8%

3 entries already listed, ordered by the number in Vif-A3F inh, highest first.
| # | SMILES | Vif-A3F inh |
| --- | --- | --- |
| 12 | COc1ccc(/C=N/Nc2snc(SC)c2C#N)cc1OC | 8% |
| 6 | CN(C)c1ccc(-n2c(CCC(=O)O)ccc2-c2ccccc2)cc1 | -4% |
| 8 | CN(C1CCCCC1)S(=O)(=O)c1ccc2c(c1)c(=O)c(C(=O)NCCN1CCCC1)cn2C | -16% |

(further entries)
item	mol	Vif-APOBEC3G blk	mIDH1 inhibitor	USP1 inh	Vif-A3F inh	RGS4 inh
13	N=c1n(CCO)c2ccccc2n1Cc1ccccc1F	2%	6%	-5%	-2%	-8%
14	O=C(COc1ccc(Cl)cc1Cl)OCn1nnc2ccccc2c1=O	-3%	7%	-23%	12%	-29%
15	O=S1(=O)C2CC3CCC2(CN1Cc1cccc(F)c1)O3 (stereo not given)	0%	.	.	.	-3%
16	CC(C)C(=O)Nc1ccccc1-c1nc2ccccc2[nH]c1=O	0%	-2%	-8%	3%	-21%
17	COc1ccc(OC)c(NC(=O)NNC(=O)COc2ccc(F)cc2F)c1	-5%	2%	-6%	1%	2%
18	COc1cc(C2NC(=S)NC3=C2C(=O)CCC3)ccc1O (stereo not given)	3%	-3%	-11%	5%	1%
19	CC(C)(C)OC(=O)C[C@H]1C/C=C\C[C@@H](CC(=O)NCCO)C(=O)N2CCC[C@H]2COC1=O	2%	16%	-15%	0%	7%
20	Cc1cc(NC(=O)CSc2nnc(Nc3ccccc3C)s2)no1	0%	1%	-20%	1%	-8%[11.4 µM]
21	CCOC(=O)C1CCCN(C(=O)c2cc(S(=O)(=O)N(C)C)ccc2N2CCCC2)C1 (stereo not given)	0%	-1%	3%	-13%	14%
22	Cc1ccc2[nH]c(=O)c(CN3CCCCC3)c(-c3ccccc3)c2c1	-2%	1%	?	-15%	-14%
23	CSc1cccc(NC(=O)CSc2nc3ccccc3o2)c1	1%	1%	-11%	-2%	-6%
24	CCOc1ccc2[nH]c(C)c(CN3CCCCCC3)c(=O)c2c1	0%	2%	-9%	-12%	31%

item	TrxR1 inh	Glioma ERSR ind	LDHA block	TrxR1 substrate
13	6%	-4%	-6	6%
14	7%	-2%	-1	-5%
15	12%	-3%	.	4%
16	17%[2.29 µM]	0%	-1	7%[2.29 µM]
17	6%	-4%	-6	-1%
18	-15%	-9%	-2	-11%
19	25%	-3%	-3	4%
20	28%	-3%	-7	3%
21	2%[57.1 µM]	-1%	-11	-2%[57.1 µM]
22	6%	-6%	4	10%
23	10%	3%	0	5%
24	12%[57.1 µM]	-1%	-7	23%[57.1 µM]

Next part.
item	mol	Vif-APOBEC3G blk	mIDH1 inhibitor	USP1 inh	Vif-A3F inh	RGS4 inh
25	COC(=O)C(Cc1cnc(Cl)s1)(C(=O)OC)c1ccc([N+](=O)[O-])cc1	1%	7%	-9%	.	-6%
26	Cc1n[nH]c(C)c1S(=O)(=O)Nc1ccc2c(c1)OCCO2	2%	8%	-1%	1%	13%
27	O=[N+]([O-])c1ccc(P(=O)(Cc2ccccc2)c2ccccc2O)cc1 (stereo not given)	1%	-7%	-20%	-1%	-10%[56.9 µM]
28	NS(=O)(=O)c1ccc(Nc2ccc([N+](=O)[O-])c3nonc23)cc1	-9%	4%	?	-35%	-4%
29	Cc1noc(C(=O)Nc2cccc(Cl)c2)c1Cl	1%	-3%	-11%	1%	16%
30	CCOC(=O)N1CCN(S(=O)(=O)c2ccc(C)c(C)c2)CC1	2%	2%	-13%	-2%	-20%
31	NCCCCCc1nnc(SCc2ccc(Cl)cc2Cl)o1	0%	-10%	-1%	-7%	9%
32	CCN(CC)C(=O)CSc1nc2cc3c(cc2c(=O)n1Cc1ccc(C(=O)NCCc2ccc(OC)c(OC)c2)cc1)OCO3	-12%	1%	-6%	-1%	-19%
33	COc1ccc(-c2nc3n(n2)C(=O)CC(c2ccc(Cl)cc2)S3)cc1 (stereo not given)	-1%	-7%	-3%	3%	9%
34	Cc1cccc(C)c1NC(=O)COC(=O)Cc1ccsc1	-1%	-2%	-13%	0%	-26%
35	CCC(Oc1ccccc1)C(=O)NC1CCCCCC1 (stereo not given)	4%	-6%	-14%	1%	-5%

item	TrxR1 inh	Glioma ERSR ind	LDHA block	TrxR1 substrate
25	-7%	-4%	1	-5%
26	12%[57.1 µM]	-9%	0	-8%
27	7%	-1%	-3	-1%
28	-12%	-2%	2	-12%
29	17%	6%	-5	-2%
30	-11%	-3%	-3	9%
31	5%	-7%	0	-4%
32	16%[57.1 µM]	0%	2	3%[57.1 µM]
33	9%	-3%	1	3%
34	-76%	0%	-9	7%
35	26%	0%	0	0%

Bioassay records from PubChem.

Not all compounds are listed, so the mix of outcomes need not match the whole.
